Assay outcomes from PubChem.
RSV CPE inhibition – RSV antiviral activity via CPE protection, HEp-2 cells, primary 10 µM value included (AID 2391). 310,000 tested, 0.13% active. HEp-2 cells, RSV-induced CPE inhibition; higher % means a stronger effect. one-dose CPE inhibition, % at 10 µM; IC50 in µM for titrated hits; in the data active = a potency from the dose series; inconclusive = CPE inhibition mostly from about 23% at the one dose, without a potency; inactive = the rest, 99 in 100 with CPE inhibition below about 21%; note: strong numbers were not always called active
human PMI inhibition – MPI enzyme activity inhibition – biochemical, fluorescence intensity, coupled assay, primary screen (AID 1209). purified PMI enzyme, coupled fluorescence intensity; higher % means a stronger effect. inhibition, % at 20 µM; hits with a dose series show IC50 in µM. 190,000 tested, 0.42% active;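 note: plate controls were DMSO vehicle for no effect and wells lacking substrate for full effect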
West Nile virus CPE – West Nile virus antiviral activity, cell-based, CPE readout (AID 1621); 290,000 tested, 0.02% active; West Nile virus-infected cells, CPE inhibition; higher % means a stronger effect; one-dose CPE inhibition, % at 10 µM; IC50 in µM for titrated hits; in the data active = a potency from the dose series; inconclusive = CPE inhibition mostly from about 3.7% at the one dose, without a potency; inactive = the rest, 99 in 100 with CPE inhibition below about 2.2%; note: strong numbers were not always called active
Insulin prom up – MIN6 insulin promoter up-regulation; 190,000 tested, 0.3% active; z-score at 5 µM; MIN6 insulin promoter-GFP reporter, high-content imaging; hits give high values; AID 1625;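 active = z-score above 3 at 5 µM with at least 500 cells counted in the well; inconclusive = wells under 500 cells, flagged as cytotoxic or low count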
PMI inhibition – human PMI inhibitors, high substrate, primary screen, biochemical, fluorescence intensity, high mannose 6-phosphate (AID 1220); inhibition, % at 20 µM, or IC50 in µM where a hit was titrated; recombinant PMI enzyme, coupled fluorescence intensity; higher % means a stronger effect; 190,000 tested, 0.66% active
ER stress rescue – protection against thapsigargin-triggered cell killing – 384-well, CSM14.1, ATP luminescence, primary screen (AID 1222); CSM14.1 thapsigargin-induced death rescue, ATP luminescence; higher % means a stronger effect; cellular ATP content (survival), % at 20 µM, or EC50 in µM where a hit was titrated; 190,000 tested, under 10 active;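 active = EC50 below 50 µM in the dose-response confirmation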;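 note: death triggered by thapsigargin at about 15 µM added after 2 h compound pretreatment; cell ATP read after overnight thapsigargin exposure of roughly 18 to 22 hours; normalized against plate controls of thapsigargin alone and 5% DMSO vehicle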
Salmonella PhoP GFP – PhoP-dependent GFP reporter repression – Salmonella Typhimurium, primary screen (AID 1863) | 300,000 tested, 0.16% active | S. Typhimurium PhoP-regulated promoter GFP reporter, 4 h; higher % means a stronger effect | one-dose inhibition, % at 50 µM; IC50 in µM for titrated hits;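 active = inhibition over 29.93%, a cutoff 3 SD above the screen mean, later confirmed by dose response; inconclusive = inhibition over 29.93% but no dose response follow-up; inactive = inhibition at most 29.93% or unconfirmed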;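 note: 0% = low Mg2+ inducing control and 100% = high Mg2+ repressing control; strong numbers were not always called active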
SV40 large T antigen – TAg ATPase/helicase activity blockers – biochemical (AID 1903) | SV40 large T antigen ATPase/helicase inhibition assay; higher % means a stronger effect | inhibition, % at 20 µM; hits with a dose series show IC50 in µM | 310,000 tested, 0.39% active; in the data active = a potency from the dose series; inconclusive = inhibition mostly from about 32% at the one dose, without a potency; inactive = the rest, 99 in 100 with inhibition below about 32%; note: strong numbers were not always called active
TNAP activation fold – stimulation of alkaline phosphatase TNAP activity – biochemical, luminescent, no phosphate acceptor, uHTS, primary screen (AID 1001); purified TNAP, luminescent activation assay, no phosphate acceptor; higher activation fold means a stronger effect; activation fold at 20 µM; hits with a dose series show EC50 in µM; 200,000 tested, 0.03% active; in the data active = activation fold from about 3, or a potency from the dose series; inactive = the rest, 99 in 100 with activation fold below about 1.6; note: many of its hits are not listed in these tables
Insulin prom up cell count – recorded beside Insulin prom up, whose call it bears; cell count; measured here: cytotoxicity, nuclei count;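 total cells summed across four imaged fields per well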
The depositor's hits bear a star; ? = inconclusive; · = not tested or not shown. Cut-off read from the data, not from the text of the source, unless noted: active = inhibition above about 50%; inactive = the rest.

SMILES	RSV CPE inhibition	human PMI inhibition	West Nile virus CPE	Insulin prom up	Insulin prom up cell count	PMI inhibition	ER stress rescue	Salmonella PhoP GFP	SV40 large T antigen	TNAP activation fold
Cc1ccc(N2CCN(S(=O)(=O)N3CCCCC3)CC2)c(C)c1	1.1%	18%	-1.6%	-1.2	1558	18%	1.2%	-8%	-2%	1.1
COc1cc(N2C(=O)c3ccccc3C2=O)c(Cl)cc1C(=O)OCC(=O)N1CCOCC1	1.5%	0%	0.3%	0.49	1108	2%	-1.3%	-6%	13%	0.9
CCOC(=O)c1c(NC(=O)C2=C(C)NC(=S)NC2c2ccc(F)cc2)sc(C)c1C (centres undefined)	?	7%	-0.9%	0.02	1520	5%	-1.7%	14%	10%	1.1
CCOC(=O)c1c(NC(=O)COc2ccccc2C#N)sc2c1CC(C)(C)NC2(C)C	-1.1%	·	-1.1%	·	·	·	·	-8%	14%	·
CCOC(=O)c1c(NC(=O)Nc2ccc(C)cc2)sc2c1CCN(C)C2	·	·	0.3%	-0.08	1375	·	·	35%	8%	·
COc1cc(OC)c(/C=C2\SC(=O)N(CC(=O)Nc3ccccc3F)C2=O)c(OC)c1	0.9%	·	-1.7%	·	·	·	·	1%	0%	·
Cc1cc2cc(CNS(=O)(=O)N(C)C)ccc2[nH]1	2.0%	-10%	0.0%	-0.3	1153	16%	-0.1%	2%	8%	0.9
CCOc1ccc(NC(=O)CSc2nc3ccccc3c(=O)n2CCNC(C)=O)cc1	-1.1%	6%	-0.4%	1.4	1402	9%	-0.3%	0%	-3%	1.1
O=C(CSc1nnc(-c2ccncc2)n1-c1ccccc1)N1CCN(c2ccc(Cl)cc2)CC1	10%	6%	·	-0.78	809	6%	-0.9%	7%	10%	1.1
OCC[C@@H]1C[C@H](O)[C@@H](O)[C@@]2(Cc3ccccc3CCO2)O1	0.3%	·	-0.2%	·	·	·	·	-4%	16%	·
O=C(CN1C(=O)c2ccccc2C1=O)N1CCN(C2c3ccccc3-c3ccccc32)CC1	2.1%	23%	-0.2%	0.43	1357	11%	-0.4%	7%	18%	1
Cc1ccc(N=Cc2sc(O)c3ccccc23)cc1	3.1%	7%	0.3%	0.74	1799	13%	0.1%	30%	6%	1
COc1ccc2nc(N3C(=O)CC(Cc4ccc(C)cc4)C3=O)sc2c1 (centres undefined)	2.6%	14%	-1.1%	-0.1	1444	-1%	-0.9%	-5%	8%	1
Cc1ccc2cc(C(c3nnnn3Cc3ccccc3)N3CCc4ccccc43)c(=O)[nH]c2c1 (centres undefined)	5.9%	9%	-0.6%	·	·	-20%	0.7%	-3%	10%	1.2
CN1/C(=C/C=C(/C#N)C(N)=O)C(C)(C)c2ccccc21	1.3%	-9%	0.8%	·	·	-2%	2.6%	-5%	5%	0.8
Cc1cc2nc(C(F)(F)F)[nH]c(=O)n2n1	2.9%	4%	-0.2%	-0.37	1316	3%	1.4%	7%	6%	1.2
Cc1ccc(C(=O)COC(=O)CCc2nc3ccccc3[nH]c2=O)cc1C	0.2%	-8%	0.3%	0.83	1530	-10%	-0.7%	4%	5%	1
Cc1ncc(C[n+]2csc(C)c2C)c(N)n1	3.5%	10%	0.2%	0.22	1405	6%	-1.0%	-4%	4%	1
Cn1cnnc1SCC(=O)NNC(=O)COc1ccc(Br)cc1	-0.8%	6%	·	0.35	1323	7%	0.4%	9%	0%	2.2
COC(=O)c1ccc(/C=N/NC(=O)C2CC(=O)N(c3ccc(F)cc3)C2)cc1 (centres undefined)	5.8%	·	-0.3%	·	·	·	·	-7%	30%	·
CC1=NN(/C(=N\c2nnc(C)s2)Nc2ccccc2)[C@H](c2cccc3ccccc23)S1	3.4%	18%	0.9%	·	·	16%	0.7%	-5%	-4%	1
Cc1ccc(NCC(=O)N/N=C\c2ccc([N+](=O)[O-])o2)cc1	9.9%	-4%	-0.4%	-1.5	1568	-2%	4.1%	-29%	8%	1
O=C(COc1ccccc1)NC1CCCc2ccccc21 (centres undefined)	1.1%	3%	-0.5%	0.22	1240	3%	-3.0%	-11%	-2%	1
Cc1cc(Cl)ccc1OCC(=O)NC(=S)Nc1ccc(Cl)cn1	3.2%	·	0.0%	·	·	·	·	-4%	14%	·
O=C(N/N=C/c1ccc(-c2ccccc2)o1)c1ccccc1O	2.1%	·	-0.8%	1.5	1460	·	·	-9%	4%	·
C=CCc1c(C)nc(C)nc1N/N=C/c1ccc(F)cc1	1.7%	-6%	0.1%	-0.4	1000	-2%	-1.0%	-1%	-5%	1.3
CCCCn1c(-c2cccnc2)nc2cc3[nH]c(=O)c(C(C)C)nc3cc21	-2.8%	·	-0.1%	·	·	·	·	-5%	20%	·
COc1ccc(CC(=O)OC2CCCN(C)C2)cc1 (centres undefined)	-1.4%	-10%	-0.1%	0.04	1544	-6%	1.3%	·	·	1.1
N#Cc1c2c(c(NCc3ccco3)n3c1nc1ccccc13)CCC2	0.2%	10%	-0.6%	-1.2	1167	50%*	-1.2%	0%	19%	1.2
CCCCCCCCCCCCN1[C@@H](CC(C)=O)c2cc(F)ccc2S1(=O)=O	4.2%	·	1.3%	·	·	·	·	-1%	3%	·
COC(=O)Cc1[nH]nc2c1C(c1cc(OC)c(OC)c(OC)c1)C(C#N)=C(N)O2 (centres undefined)	-0.8%	·	0.1%	-0.39	1222	·	·	-4%	25%	·
O=C(CSc1nnc2ccc(-c3ccccn3)nn12)NCC1CCCO1 (centres undefined)	0.0%	-7%	-0.1%	-0.2	1311	-2%	0.3%	-3%	7%	1.1
COc1ccccc1NC(=O)CCN1C(=O)C2CC=CCC2C1=O (centres undefined)	1.6%	·	0.1%	·	·	·	·	1%	3%	·
Cc1ccc2occ(C(c3nnnn3Cc3ccccc3)N3CCOCC3)c(=O)c2c1 (centres undefined)	-0.9%	-1%	0.0%	-0.19	1249	6%	-1.6%	-2%	20%	1.1
Cc1ccc(Cn2ccc(C3CC3)n2)cc1	0.5%	-4%	-0.2%	-0.16	1368	1%	-0.5%	0%	8%	1.1
CCOc1ccc(NC(=O)CCC(=O)N/N=C/c2ccc([N+](=O)[O-])s2)cc1	0.8%	-2%	-0.8%	0.13	1199	-8%	0.1%	-12%	6%	1
O=C(c1nc(-c2ccccc2)n(-c2ccccc2)n1)N1CCN(S(=O)(=O)c2ccccc2)CC1	0.1%	6%	-0.1%	-0.5	1073	-1%	-1.7%	-4%	9%	1
O=C(O)C1CCC(NSc2ccccc2[N+](=O)[O-])CC1 (centres undefined)	-0.9%	·	0.2%	-0.36	1012	·	·	-6%	14%	·
COC(=O)C1=C(C)N(Cc2ccco2)C(=O)N[C@@H]1c1cccc(C(F)(F)F)c1	4.1%	10%	·	-0.45	1285	6%	-3.2%	3%	12%	1.1
CCOC(=O)C1CCCN(c2c(NCCN3CCCCC3C)c(=O)c2=O)C1 (centres undefined)	2.5%	15%	-0.1%	-0.02	1961	15%	-2.2%	5%	0%	1.2
C=CCc1cccc([C@@H]2[C@@H](C)CC[C@H]3C(=O)N4[C@@H](c5cc(OC)c(OC)c(OC)c5)c5[nH]c6ccccc6c5C[C@H]4C(=O)N23)c1	7.5%	-2%	·	0.13	980	11%	-5.5%	-2%	7%	1.1
CCC1CCCCN1CCCNC(=O)Cn1ncc2c([nH]c3ccc(C)cc32)c1=O (centres undefined)	1.4%	·	1.0%	·	·	·	·	-4%	16%	·
Cc1cccc(NC(=O)c2cc(-c3cc(C)ccc3O)n[nH]2)c1	4.6%	·	-0.4%	·	·	·	·	8%	-1%	·
COc1cccc(-n2cc(-c3ccc(F)cc3)[nH]c2=S)c1	2.6%	·	-0.6%	·	·	·	·	-10%	9%	·
CCOc1cccc(-c2nnc3n2N=C(c2cc(OC)ccc2OC)CS3)c1	7.7%	-12%	-0.4%	-2	686	-16%	-2.3%	-11%	1%	1
CCOc1cc(NS(=O)(=O)c2ccc(OC)cc2)c(OCC)cc1NC(=O)c1ccco1	0.0%	8%	0.6%	-0.47	1194	22%	0.0%	0%	2%	1.1
COc1cc([N+](=O)[O-])ccc1NC(=O)C[n+]1cccc(C(C)=O)c1	-1.6%	2%	0.7%	-0.02	1665	17%	-2.1%	0%	7%	1
Cc1cccc(NC(=O)CSc2nc3c([nH]c4ccccc43)c(=O)n2C)c1	-1.1%	-10%	-0.8%	0.21	1553	-8%	0.4%	-4%	9%	1.1
COc1ccc(N2CCN(CC(=O)Nc3cc(C)cc(C)c3)CC2)cc1	4.2%	·	-1.5%	·	·	·	·	7%	17%	·
COc1ccc(CN2CN(C3CCCC3)CSC2=S)cc1	-1.8%	5%	-1.0%	0.35	1126	8%	0.0%	0%	5%	1.1
CCOc1ccccc1NC(=O)Cn1nnc(C(=O)Nc2ccccc2Cl)c1N	·	13%	·	0.01	1344	11%	-1.0%	1%	-3%	1.5
COc1ccc(-c2nnc(SCC(=O)c3cccs3)o2)c(OC)c1	2.0%	14%	-0.7%	0.43	1378	11%	-1.2%	-1%	4%	1.1
COC(=O)c1oc2ccc(Cl)cc2c1NC(C)=O	0.6%	-4%	-0.4%	-0.1	1192	-10%	-2.2%	9%	13%	1.1
Cc1nc2oc3ccccc3c(=O)c2cc1C(=O)O	0.5%	·	-0.5%	·	·	·	·	9%	2%	·
CCSc1ccc2nnc(-c3cccs3)n2n1	11%	9%	0.5%	0.18	1351	3%	·	-4%	10%	1
O=[N+]([O-])c1cc([N+](=O)[O-])c2c(=Nc3ccccc3)n(-c3ccccc3)n(O)c2c1	10%	11%	-0.9%	-0.39	1069	53%*	3.6%	0%	12%	0.8
Cc1ccc(N2C(=O)c3ccccc3C2C(=O)c2ccc(C)c(C)c2O)cc1 (centres undefined)	19%	·	-1.1%	-0.11	1347	·	·	-6%	20%	·
CN(C)c1nc(NN)nc(Nc2ccc(F)cc2)n1	1.4%	·	-0.4%	·	·	·	·	10%	0%	·

Nothing new here: entries from further up.
SMILES	RSV CPE inhibition	human PMI inhibition	West Nile virus CPE	Insulin prom up	Insulin prom up cell count	PMI inhibition	ER stress rescue	Salmonella PhoP GFP	SV40 large T antigen	TNAP activation fold
C=CCc1cccc([C@@H]2[C@@H](C)CC[C@H]3C(=O)N4[C@@H](c5cc(OC)c(OC)c(OC)c5)c5[nH]c6ccccc6c5C[C@H]4C(=O)N23)c1	7.5%	-2%	·	0.13	980	11%	-5.5%	-2%	7%	1.1
CCC1CCCCN1CCCNC(=O)Cn1ncc2c([nH]c3ccc(C)cc32)c1=O (centres undefined)	1.4%	·	1.0%	·	·	·	·	-4%	16%	·
Cc1cccc(NC(=O)c2cc(-c3cc(C)ccc3O)n[nH]2)c1	4.6%	·	-0.4%	·	·	·	·	8%	-1%	·
COc1cccc(-n2cc(-c3ccc(F)cc3)[nH]c2=S)c1	2.6%	·	-0.6%	·	·	·	·	-10%	9%	·
CCOc1cccc(-c2nnc3n2N=C(c2cc(OC)ccc2OC)CS3)c1	7.7%	-12%	-0.4%	-2	686	-16%	-2.3%	-11%	1%	1
